High-throughput results from PubChem.
MBD2 DNA inh – blocks human MBD2 binding to methylated DNA. TR-FRET, MBD2 binding to methylated oligonucleotide. inhibition, % at 4.4 µM. 370,000 compounds, 0.31% hits; in the data active means inhibition above about 13%
hcDAF-12 act – activators of H. contortus DAF-12 nuclear receptor; AID 652067; HEK293 hcDAF-12 lit1-tk-luc reporter, luminescence; 0% DMSO, 100% Δ7-dafachronic acid; activation, % at 6.8 µM; 370,000 compounds, 1.4% hits;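 active means activation above the mean of all tested compounds plus 3 SD, cut at about 5.5% in these data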;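 further: 100% = response to 3 µM Δ7-dafachronic acid high control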
PLCg1 inh – blocks human PLC-gamma1 enzyme activity; AID 720700; purified PLC-gamma1, fluorogenic substrate, fluorescence; 370,000 compounds, 0.84% hits; inhibition, % at 12.2 µM; in the data active means inhibition above about 9.5%
NR1D1 modulator – modulators of human Rev-erb alpha DNA binding; P20393; Rev-erbα–FITC-DNA binding, fluorescence polarization, 90 min; activity, % at 10 µM; 370,000 compounds, 0.79% hits; AID 1259318;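 active means activity above about 14%, limit read from the data; passing the limit was not always enough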;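 further: 0% = DMSO wells with 35 nM protein and 100% = DMSO wells with 750 nM protein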
DAX1 inh-1 – DAX1 (NR0B1) inhibition, primary screen; 370,000 compounds, 1.1% hits; HEK293T StAR-luciferase reporter, SF-1/DAX-1 repression relief; inhibition, % at 6.8 µM; AID 652010;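 active means inhibition above the mean over all tested compounds plus 3 SD, cut at about 3.6% in these data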;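 further: 0% = DAX-1 cells with DMSO and 100% = cells lacking DAX-1 with DMSO; higher inhibition means more luminescence from relief of DAX-1 repression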
ssDAF12 agonist – activates DAF-12 receptor from parasite S. stercoralis; 370,000 compounds, 1% hits; activation, % at 6.8 µM; HEK293 ssDAF-12/GRIP1 lit1-tk-luc reporter, luminescence; % of 3 µM dafachronic acid response; AID 652126;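 active means activation above the mean over all tested compounds plus 3 SD, cut at about 0.9% in these data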;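 further: 0% = DMSO-only wells and 100% = 3 µM delta7-dafachronic acid wells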
DAX1 inh-2 – inhibits human nuclear receptor DAX1 | P51843 | HEK293 Gal4-DAX1 luciferase reporter, luminescence | inhibition, % at 6.75 µM | 340,000 compounds, 0.99% hits | AID 504766;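 active means inhibition above the mean over all tested compounds plus 3 SD, cut at about 4.2% in these data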;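 further: 0% = DAX1-transfected cells with DMSO and 100% = empty-vector control cells with DMSO; inhibition shows as a rise in luminescence from relieved DAX1 repression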
Target sequence (P51843 207-470 limits assumed): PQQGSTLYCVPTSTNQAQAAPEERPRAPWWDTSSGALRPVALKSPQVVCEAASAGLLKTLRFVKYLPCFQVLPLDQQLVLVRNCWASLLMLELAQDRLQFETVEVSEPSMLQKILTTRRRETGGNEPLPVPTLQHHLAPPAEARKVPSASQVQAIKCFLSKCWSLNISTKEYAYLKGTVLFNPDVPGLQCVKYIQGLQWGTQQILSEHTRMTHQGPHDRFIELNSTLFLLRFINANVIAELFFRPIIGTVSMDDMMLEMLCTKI
ADAM17 inh – inhibits human ADAM17 | P78536 | recombinant ADAM17, EDANS/DABCYL FRET peptide cleavage | inhibition, % at 6.95 µM | 370,000 compounds, 0.83% hits | AID 720648;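 active means inhibition above the mean of compounds lying between control limits plus 3 SD, set per campaign, cut at about 8.5% in these data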;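 further: 0% = DMSO-only wells as the low control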
Target sequence (P78536 215-824 limits assumed): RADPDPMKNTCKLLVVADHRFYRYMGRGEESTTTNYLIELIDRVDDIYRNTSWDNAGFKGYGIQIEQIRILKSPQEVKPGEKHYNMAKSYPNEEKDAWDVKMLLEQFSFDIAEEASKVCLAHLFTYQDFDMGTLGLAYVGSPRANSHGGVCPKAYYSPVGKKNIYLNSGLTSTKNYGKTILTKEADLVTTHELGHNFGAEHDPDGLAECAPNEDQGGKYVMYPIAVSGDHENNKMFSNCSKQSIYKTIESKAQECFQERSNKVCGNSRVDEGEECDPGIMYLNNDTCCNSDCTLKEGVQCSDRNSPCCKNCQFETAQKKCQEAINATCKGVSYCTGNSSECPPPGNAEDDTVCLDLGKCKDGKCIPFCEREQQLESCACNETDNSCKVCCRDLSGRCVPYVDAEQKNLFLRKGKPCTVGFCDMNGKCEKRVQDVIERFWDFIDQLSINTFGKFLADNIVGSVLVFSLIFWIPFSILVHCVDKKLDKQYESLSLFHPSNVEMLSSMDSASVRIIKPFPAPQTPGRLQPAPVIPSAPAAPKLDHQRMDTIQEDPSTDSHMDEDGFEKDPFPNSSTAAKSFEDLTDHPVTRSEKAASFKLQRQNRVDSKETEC
SMARCA2 activ – activators of SMARCA2 function. 370,000 compounds, 1% hits. AID 652017. MG213 cells, MMTV-luciferase reporter, dexamethasone, overnight. activation, % at 9.1 µM; in the data active means activation above about 7.8%;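 further: 0% = vehicle wells and 100% = reference activator wells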
PLC-beta3 inh – PLC-beta3 (human) inhibition, primary screen. Q01970. Purified PLC-beta3, fluorogenic substrate, fluorescence. inhibition, % at 12.2 µM. 370,000 compounds, 0.18% hits. AID 720704; in the data active means inhibition above about 11%;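 further: 0% = median of compound wells on plate and 100% = full blocker control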
hgDAF-12 ag – hgDAF-12 agonism, primary luciferase screen; HEK293 GAL4-hgDAF12 UAS-luciferase reporter, agonist luminescence; normalized to butyrate control; activation, % at 6.8 µM; 370,000 compounds, 1.8% hits; AID 687014;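 active means activation above a cutoff set at the mean of all screened compounds plus 3 SD, cut at about 10% in these data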;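 further: 0% = DMSO wells and 100% = sodium butyrate wells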
* hit, by the source's call; i = inactive; nt = no result given.

SMILES	MBD2 DNA inh	hcDAF-12 act	PLCg1 inh	NR1D1 modulator	DAX1 inh-1	ssDAF12 agonist	DAX1 inh-2	ADAM17 inh	SMARCA2 activ	PLC-beta3 inh	hgDAF-12 ag
CCS(=O)(=O)N1CCN(c2ccc([N+](=O)[O-])c(NCc3ccccc3)c2)CC1	1	-0.8	-1	13	-1.2	-1.2	0.9	1	1	3	-0.1
CCCCN(C(=O)CSc1ncnc2sccc12)c1c(N)n(Cc2ccccc2)c(=O)[nH]c1=O	0	1.3	0	-6	-0.1	-1.2	-0.3	-4	1	-3	0.4
COc1cccc(NC(=O)CCN2C(=O)c3cccc([N+](=O)[O-])c3C2=O)c1	4	-1.3	-3	7	0.3	-0.5	0.0	-5	-2	-6	-1.6
O=S(=O)(NCc1ccco1)c1ccc(Cl)nc1	-1	-0.5	3	0	-1.1	-0.2	1.2	-2	2	3	-3.1
Cc1cc2cc(CCNC(=O)c3cccc([N+](=O)[O-])c3)c(=O)[nH]c2cc1C	-2	-1.8	-1	0	-0.6	-0.4	-0.8	1	-4	-3	-3.0
N#CCCn1cc(/C=N/N=C2\NC(=O)C(CC(=O)O)S2)c(-c2ccc(F)cc2)n1 (stereo not given)	3	-0.5	0	-4	0.3	-1.0	-0.1	-3	4	-7	-0.7
COCCn1c(N)c(C(=O)OCc2ccccc2)c2nc3ccccc3nc21	-10	-0.3	i	-4	-1.5	-1.5	-0.3	i	-1	i	-4.3
O=c1cc(-c2ccc(O)cc2)oc2cc(O)c([C@@H]3O[C@H](CO)[C@@H](O)[C@H](O)[C@H]3O)c(O)c12	1	2.6	7	-4	0.6	-0.9	2.4	4	2	7	-3.7
COc1ccc(NC(=O)CC(c2ccc(F)cc2)c2ccc(OC(C)C)cc2)cc1 (stereo not given)	-6	-2.5	7	1	-0.5	-1.4	-0.8	3	-1	-3	-1.5
O=C(CCCOc1ccc(Cl)cc1)Nc1ccc(N2CCOCC2)cc1	10	-0.9	3	-5	-0.4	-1.7	-0.6	2	1	-2	0.7
CCn1cnc2c(NCc3cccnc3)nc(C#N)nc21	3	-1.2	-1	-2	nt	-1.9	nt	-5	nt	0	3.3
CN1CC=C(c2ccccc2)N(c2ccc(Br)cc2)C1=O	-1	2.9	-3	-2	-0.2	-1.2	nt	0	6	-1	7.1
CN(CC(=O)O/N=C(\N)c1cccc([N+](=O)[O-])c1)S(=O)(=O)c1ccccc1	0	-2.2	0	3	-0.3	-1.1	-0.1	0	1	1	-1.8
COc1ccc(C(=O)ON=C2C=C(C)C(=O)C(C)=C2)cc1	-3	-0.8	4	6	0.1	-0.8	-1.1	1	-2	0	-0.1
CCCCOCP(=O)(CCCC)COCCCC	-7	-1.1	2	1	-1.2	-1.1	0.3	1	1	6	-1.4

3 of the compounds above, bar-delimited:
structure | MBD2 DNA inh | hcDAF-12 act | PLCg1 inh | NR1D1 modulator | DAX1 inh-1 | ssDAF12 agonist | DAX1 inh-2 | ADAM17 inh | SMARCA2 activ | PLC-beta3 inh | hgDAF-12 ag
COc1ccc(NC(=O)CC(c2ccc(F)cc2)c2ccc(OC(C)C)cc2)cc1 (stereo not given) | -6 | -2.5 | 7 | 1 | -0.5 | -1.4 | -0.8 | 3 | -1 | -3 | -1.5
CN1CC=C(c2ccccc2)N(c2ccc(Br)cc2)C1=O | -1 | 2.9 | -3 | -2 | -0.2 | -1.2 | nt | 0 | 6 | -1 | 7.1
COCCn1c(N)c(C(=O)OCc2ccccc2)c2nc3ccccc3nc21 | -10 | -0.3 | i | -4 | -1.5 | -1.5 | -0.3 | i | -1 | i | -4.3

(listing goes on)
SMILES	MBD2 DNA inh	hcDAF-12 act	PLCg1 inh	NR1D1 modulator	DAX1 inh-1	ssDAF12 agonist	DAX1 inh-2	ADAM17 inh	SMARCA2 activ	PLC-beta3 inh	hgDAF-12 ag
CCc1cc(OCCCSc2nc(C)cc(=O)[nH]2)ccc1Cl	0	-1.8	4	1	1.2	-1.5	-1.4	6	-2	-4	-4.0
O=C(CN1C(=O)c2ccccc2S1(=O)=O)NCCSC1CCCCC1	3	1.0	-3	-2	-0.4	-1.1	2.5	-6	2	-5	-0.6
O=C(OCc1ccco1)c1cccnc1	7	-0.9	0	1	0.2	-1.0	0.8	-2	0	0	0.8
CCCn1c(N)c(C(=O)CN(C)CC(=O)Nc2ccccc2CC)c(=O)[nH]c1=O	7	0.2	0	2	1.0	-0.8	-0.8	-6	-3	-6	-2.5
CCCc1cc(=O)c2c(O)ccc(OC)c2o1	1	-1.7	4	-5	-0.6	-1.6	-1.5	-5	2	-4	-1.6
CN(Cc1ccccc1F)C(=O)Cn1c(-c2cncs2)nc2ccccc21	-2	-2.1	-1	-5	-0.8	-0.7	nt	-1	-1	1	1.5
COc1ccc(-c2noc(CN(C)C(=O)c3ccc4c(c3)OCO4)n2)cc1	-4	1.0	-2	-1	-0.5	-1.4	1.5	-1	-1	-7	-1.6
N#C/C(=C/c1cccc(C(F)(F)F)c1)c1nc(CCN2C(=O)c3ccccc3C2=O)cs1	-2	-1.2	3	-5	-0.3	-1.1	-0.1	-3	0	5	-0.9
CN(C)/C=C(/C(=O)c1ccc(Cl)c(Cl)c1)c1nnnn1-c1ccccc1	4	3.3	-1	-1	0.1	-1.6	8.4*	-5	-3	-11	0.2
N=C1C(c2ccccc2)=C(O)CN1c1ccc2c(c1)OCO2	-1	-2.3	-1	1	0.7	-1.0	-0.8	-2	-3	2	-0.2
Cc1ccc(NC(=S)NCc2ccc3c(c2)OCO3)cc1	-3	-0.7	2	1	1.0	-0.2	1.7	-1	2	4	-0.4
Cc1ccc(NC(=O)c2cccc(C(=O)Nc3ccc(C)c(C)c3)n2)cc1C	5	1.1	2	-4	-0.2	-0.7	0.3	0	7	-7	4.4
COc1cc2c(cc1OC)CN(C(=O)C1CCC(=O)N(CCCN3CCOCC3)C1)CC2 (stereo not given)	6	-1.2	-7	-3	-0.2	-1.7	0.5	-4	-2	-18	-2.4
CCOc1ccc2nc3sc(C(=O)N4CCOCC4)c(N)c3cc2c1	-10	2.1	-165	-1	0.4	-1.4	0.5	-106	-5	-248	0.4
C=CCc1ccc(OCCOCCOc2cccc3cccnc23)c(OC)c1	4	-3.2	2	-5	0.0	-1.3	-0.8	-1	-5	-5	-0.9
CCc1nc2c(OCC3COc4ccccc4O3)cccn2c1N(C)C(=O)c1cccc(OC)c1 (stereo not given)	3	-1.6	-4	1	-0.8	-1.4	nt	-3	-6	-5	-4.7
COc1ccc(N2CCN(C(=O)Cc3ccc(Cl)cc3)CC2)cc1	3	-3.1	3	0	-0.3	-1.4	-2.0	-3	-1	-4	-2.8
CCC1COCCS(=O)(=O)N1Cc1cccc(Cl)c1 (stereo not given)	3	-1.3	0	6	0.3	-1.7	0.7	-5	2	1	-1.7
C=Cc1ccc(CC2(C)C(=O)Nc3ccc(-c4cccnc4)cc32)cc1 (stereo not given)	4	-2.7	4	-4	-1.6	-1.8	nt	3	-5	-6	4.1
COc1ccc(-c2csc(-n3ncc(C(=O)O)c3C(F)(F)F)n2)cc1	-5	-0.5	-19	-1	0.3	-1.0	1.7	-2	6	-30	4.3
Cc1ccc(S(=O)(=O)CC(=O)c2cc3cccc(C)c3oc2=O)cc1	-4	1.7	-6	-1	0.1	-0.4	0.1	-1	-2	-15	2.2
COCCNc1nc2cc(-c3ccc(F)cc3)sc2c(=O)n1C	-4	-1.0	1	-10	-0.7	-1.4	nt	-6	-5	-5	12*
O=C(CSCc1c(Cl)cccc1Cl)Nc1ccccc1C(=O)N1CCOCC1	1	-0.8	3	1	0.0	-0.9	-1.7	0	-1	5	-0.3
COc1ccccc1NC(=O)N1CCn2c(nc3ccccc32)C1	-3	0.9	-1	-1	0.0	-0.8	-0.1	-1	1	0	0.6
Oc1oc(-c2ccccc2)nc1/C=N/c1ccccn1	1	1.7	-8	-3	3.1	-1.3	1.4	-2	5	-9	16*
COCCCn1c(=N)c(C(N)=S)cc2c(=O)n3cccc(C)c3nc21	-5	-0.9	-337	-26	-0.7	-0.7	0.6	i	-2	i	1.2
Cc1ccc(S(=O)(=O)N2CCN(c3ccc(S(=O)(=O)N4CCOCC4)cn3)CC2)cc1	1	-0.1	2	1	-0.5	-0.7	1.1	4	0	3	1.1
COc1ncccc1C(=O)N1CCCC(C(=O)c2cccc(OC(C)C)c2)C1 (stereo not given)	0	0.0	1	3	-0.4	-2.1	-0.4	-2	-3	-6	2.4
COc1ccc(S(=O)(=O)N(C)C[C@H]2Oc3cc(Br)ccc3S(=O)(=O)N([C@H](C)CO)C[C@H]2C)cc1	-1	-2.1	0	6	-1.2	-1.1	-1.0	0	-3	-1	1.2
COc1ccc(C(=O)Nc2ccc(NC(=O)c3ccccc3F)cn2)cc1	5	-3.8	3	6	-0.8	-1.7	-1.8	-3	-1	-6	-1.1
Cc1nn(CC(=O)N2CCN(c3ccccc3)CC2)c(C)c1[N+](=O)[O-]	3	-1.8	0	-1	0.1	-1.5	-1.2	-1	0	-6	-1.8
CCCS(=O)(=O)NC(=O)C1(C)CCN(C(=O)c2ccc(F)c(C)c2)C1 (stereo not given)	1	2.5	2	-6	-0.4	-0.2	nt	-3	-2	1	1.4
CC(C)n1cc(CN2CCCC(CO)(Cc3cccc(Cl)c3)C2)cn1 (stereo not given)	4	-0.8	3	1	0.1	-0.7	-0.1	-2	-2	7	-2.8
CCN(CC)C(=O)CCCc1c[nH]c2ccccc12	-2	0.2	-1	9	0.6	-1.5	0.7	1	-2	3	2.4
CCOC(=O)c1ccc(NC(=O)c2ccc3c(c2)C(=O)N(Cc2cccnc2)C3=O)cc1	2	-0.4	0	6	0.3	-0.6	0.2	-6	-2	-6	-1.4
CCOC(=O)c1cnc2ccc(C)cc2c1N(C)Cc1ccccc1	0	-2.3	-4	4	-0.5	-2.1	-1.2	2	3	-12	-0.1
Cn1c(=O)c2c(nc(OCc3ccc4c(c3)OCO4)n2Cc2ccccc2Cl)n(C)c1=O	3	-0.7	4	5	-0.2	-0.8	-0.5	3	-1	1	1.1
Cc1ccc(N2CC(C(=O)NCc3cccs3)CC2=O)cc1 (stereo not given)	-8	-0.5	6	-2	0.7	-1.4	-0.6	2	-1	4	0.4
Cc1nn(C)c(C(=O)NNC(=S)NCc2ccccc2)c1Cl	-2	-1.9	0	3	-1.9	-0.8	-0.4	2	0	-8	-0.9
COC(=O)[C@]12C[C@H](CC(=O)N3CCCCC3)C(=O)N(Cc3ccco3)C1=C[C@H](C(C)(C)C)O[C@@H]2C	6	-1.8	1	5	0.2	-1.9	nt	-1	2	3	-3.9
OCC(CO)(CO)N=Cc1cc(Br)ccc1O	1	0.1	0	-4	0.5	-0.2	1.1	-5	2	1	2.8
O=C(C1CCC(=O)N(C2CCCC2)C1)N1CCC(Oc2cccc(F)c2)CC1 (stereo not given)	5	-1.4	-2	3	-2.5	-1.6	0.2	-1	-1	-7	1.1
COc1ccc(-n2nc3cc(C)c(NC(=S)NC(=O)c4ccccc4C)cc3n2)cc1	1	0.4	-55	9	1.3	-0.5	0.5	-19	1	-81	3.8
CCn1c(SCC(=O)n2nc(C)cc2C)nnc1-c1ccc2c(c1)OCO2	2	-0.5	6	0	-0.2	-1.6	1.0	2	1	0	2.2
NC1=NC(=O)C(Cc2cc(Cl)ccc2Cl)S1 (stereo not given)	0	-2.3	-2	-3	0.4	-1.2	1.9	-3	1	-1	1.3
